JMJD2C inh: human JMJD2C demethylase inhibition; GST-JMJD2C(1-420) H3K9me3 demethylation, DELFIA europium; hit rate 0.069% among 330,000; inhibition, % at 2.35 µM; AID 2099; Q9H3R0;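 active = more than half of a compound's replicate wells show inhibition beyond 50%, single wells judged on their own value; inconclusive = some, but no more than half, of replicates pass 50% inhibition; inactive = no replicate passes 50% inhibition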;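 note: signal counts dimethyl H3K9 product captured on neutravidin plate; 0% = median of DMSO wells and 100% = 0.3 times that DMSO median; strong numbers were not always called active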
Target sequence (Q9H3R0 1-420 limits assumed): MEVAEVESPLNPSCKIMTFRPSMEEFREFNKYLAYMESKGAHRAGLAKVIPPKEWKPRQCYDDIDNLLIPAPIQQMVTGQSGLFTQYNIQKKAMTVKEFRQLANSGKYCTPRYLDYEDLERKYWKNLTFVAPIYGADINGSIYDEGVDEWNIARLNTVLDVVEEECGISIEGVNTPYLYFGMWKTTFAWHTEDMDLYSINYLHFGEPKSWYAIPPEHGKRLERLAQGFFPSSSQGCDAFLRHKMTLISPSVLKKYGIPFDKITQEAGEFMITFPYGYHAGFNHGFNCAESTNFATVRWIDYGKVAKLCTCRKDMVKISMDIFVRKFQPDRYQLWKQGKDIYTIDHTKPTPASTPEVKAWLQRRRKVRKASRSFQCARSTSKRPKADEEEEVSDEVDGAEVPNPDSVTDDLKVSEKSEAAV
proCasp7 act: activates human procaspase-7, counter-screen for procaspase-3 activators; P55210; recombinant procaspase-7, Ac-DEVD-pNA absorbance 405 nm; D23A/D198A/D206A triple mutant, cannot self-cleave; scale: DMSO 0, 5 µM enzyme 100; activation, % at 8.5 µM; hit rate 0.093% among 330,000; AID 463210;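 active = percent activation above the screen-wide mean plus 3 SD, cut at about 25% in these data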
Target sequence (P55210 whole entry D23A/D198A/D206A): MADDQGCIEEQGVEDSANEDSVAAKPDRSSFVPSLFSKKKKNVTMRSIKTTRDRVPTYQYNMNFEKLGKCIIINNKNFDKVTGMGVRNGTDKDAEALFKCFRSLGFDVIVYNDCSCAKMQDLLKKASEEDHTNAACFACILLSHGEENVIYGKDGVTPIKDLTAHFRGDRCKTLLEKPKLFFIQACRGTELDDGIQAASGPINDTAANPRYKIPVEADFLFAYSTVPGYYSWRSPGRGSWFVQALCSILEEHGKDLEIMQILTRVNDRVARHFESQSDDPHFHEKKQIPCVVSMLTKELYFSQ
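buffer or medium = Zinc-free HEPES/NaCl buffer, pH 7.4 | material = Procaspase-7 triple mutant (PC-7 D3A) | input = 2 µM procaspase-7 mutant as dispensed | signal = Epi-absorbance of released pNA at 405 nm, two timepoints | timing = 1 h preincubation, 2 h reaction | replicates = singlicate compound testing | evaluation = % activation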
Yeast superoxide: yeast age-related superoxide inhibition as caloric restriction mimetic. superoxide response (% of plate mean), % at 10 µM. hit rate 0.18% among 330,000. S. cerevisiae aged cells, superoxide DHE fluorescence; active compounds read low;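 active = superoxide response under a set limit, about three screen SD below normal, cut at about 65% in these data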;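 note: yeast aged for seven days with compound at 30 °C before DHE staining; 100% = average MFI of all compound-treated wells on the plate with controls excluded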
procasp3 activ: activates human procaspase-3; hit rate 0.11% among 330,000; activation, % at 8.5 µM; recombinant procaspase-3 D3A, Ac-DEVD-pNA absorbance 405 nm; P42574;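 active = activation above the mean of all tested compounds plus 3 SD, cut at about 21% in these data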;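 note: 0% = DMSO alone and 100% = DMSO wells spiked with extra 5 µM PC-3 D3A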
Target sequence (P42574 whole entry D9A/D28A/D175A): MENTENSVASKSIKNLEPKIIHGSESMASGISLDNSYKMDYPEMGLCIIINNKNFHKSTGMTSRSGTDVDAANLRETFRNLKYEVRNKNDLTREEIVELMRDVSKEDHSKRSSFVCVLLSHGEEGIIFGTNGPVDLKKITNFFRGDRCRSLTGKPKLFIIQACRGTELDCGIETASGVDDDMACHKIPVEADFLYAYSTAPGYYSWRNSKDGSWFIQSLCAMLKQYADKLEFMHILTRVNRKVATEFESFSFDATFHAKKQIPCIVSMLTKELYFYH
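material = Procaspase-3 D3A mutant | probe or stimulus = Ac-DEVD-pNA | compound = single dose, 8.5 µM nominal compound, 0.8% DMSO | timing = 1 h preincubation, 2 h reaction | measured by = 405 nm absorbance of p-nitroaniline, reads at 0 and 120 min | benchmarks = DMSO-only low control, 5 µM PC-3 D3A high control | repeats = singlicate, each compound tested once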
MEP2 TOR yeast: alters MEP2-GFP fluorescence in TOR pathway yeast screen; S. cerevisiae MEP2-GFP strain, flow cytometry GFP, 3 h; 100% = DMSO control level; GFP response vs DMSO, % at 10 µM; hit rate 0.51% among 330,000; AID 2016;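 active = GFP response versus DMSO above a set limit, roughly screen mean plus 3 SD, cut at about 180% in these data; inconclusive = fewer than 70 cells counted for a yeast strain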;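 note: median GFP fluorescence of the barcode-gated MEP2-GFP cells per well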
RPL19A TOR yeast: yeast TOR pathway RPL19A-GFP modulation | percent response vs DMSO, % at 10 µM | hit rate 0.3% among 330,000 | S. cerevisiae RPL19A-GFP strain, flow cytometry, 3 h; active compounds read low;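 active = percent response vs DMSO below 50%; inconclusive = fewer than 70 events counted for the yeast strain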;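 note: median channel GFP fluorescence of the barcoded RPL19A-GFP strain; ratio of sample median GFP to plate DMSO average so 100% = DMSO; lower means less RPL19A-GFP as with rapamycin TOR inhibition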
AHR activator: activators of human aryl hydrocarbon receptor | activation, % at 5 µM | AID 2796 | AHR-responsive luciferase reporter cells, luminescence | P35869 | hit rate 2.5% among 320,000; in the data active = activation above about 47%;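 note: 0% = vehicle wells and 100% = reference agonist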
LAP4-GFP MLPCN: yeast TOR pathway LAP4-GFP modulation | S. cerevisiae LAP4-GFP multiplex, flow cytometry GFP, 3 h; median GFP as percent of DMSO wells | GFP response vs DMSO, % at 10 µM | hit rate 0.34% among 320,000 | AID 2023;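 active = GFP response vs DMSO above a set limit, about the screen mean plus 3 SD, cut at about 150% in these data; inconclusive = under 70 cell events counted for the yeast strain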
* = called active by the depositor; ? = inconclusive; nt = not tested or not shown.

SMILES | JMJD2C inh | proCasp7 act | Yeast superoxide | procasp3 activ | MEP2 TOR yeast | RPL19A TOR yeast | AHR activator | LAP4-GFP MLPCN
CCC(=O)N1c2ccc(S(=O)(=O)NC3CCCCC3)cc2CC1C (stereo unspecified) | 10 | 7 | 101 | 10 | 91 | 100 | -1 | 106
CCCCc1cc(=O)oc2c(CN3CCN(C)CC3)c(O)ccc12 | -19 | 13 | 112 | 12 | 106 | 107 | 3 | 98
Cc1ccc(CNC(=O)CCS(=O)(=O)c2ccc(C)cc2)cc1 | -3 | 4 | 100 | 4 | 102 | 101 | 0 | 103
O=C(N/N=C/C=C/c1ccc2c(c1)OCO2)c1ccc([N+](=O)[O-])cc1 | -2 | 2 | 90 | 3 | 97 | 94 | 11 | 94
Cn1cccc1C(C#N)c1cccc(F)c1C#N (stereo unspecified) | 18 | -9 | 91 | -10 | 95 | 95 | 7 | 99
COCCCn1c(SCC(=O)N2CCCCC2C)nnc1-c1ccco1 (stereo unspecified) | 1 | -4 | 137 | -6 | 98 | 98 | -2 | 100
COc1ccc(C(=O)COC(=O)c2ccc([N+](=O)[O-])s2)cc1OC | nt | 4 | 96 | 1 | 97 | 98 | 1 | 98
O=[N+]([O-])c1cccc(NC2=NCCC2)c1 | 5 | -9 | 109 | 4 | 105 | 103 | 4 | 99
CCC(=O)N(Cc1ccc(S(N)(=O)=O)cc1)C1CC(=O)N(c2ccc(OC)cc2)C1=O (stereo unspecified) | 3 | -2 | 104 | -21 | 118 | 117 | 1 | 123
O=C(C[N+]12CC[N+](CC(=O)c3ccc(F)cc3)(CC1)CC2)c1ccc(F)cc1 | -4 | 2 | 99 | -3 | 105 | 102 | 0 | 85
O=c1cccc(-c2ccccc2)[nH]1 | 0 | 7 | 86 | 16 | 108 | 102 | 12 | 105
CCc1nc(SCC(=O)N2CCCCCC2)c2c(=O)n(C)c(=O)n(C)c2n1 | 52 | 1 | 72 | -2 | 101 | 105 | 6 | 115
CC(C)CCN1CCN(Cc2ccoc2)CC1CCO (stereo unspecified) | -12 | 2 | 98 | 1 | 100 | 102 | 4 | 99
O=C(NC1CC1)C1=C[C@@H](c2csc3ccccc23)C[C@@H](OCCCCO)O1 | -6 | 7 | 104 | -3 | 91 | 100 | 9 | 102
COc1ccc(C(=O)Nc2cc(C)on2)cc1[N+](=O)[O-] | -2 | 5 | 92 | -2 | 95 | 91 | 0 | 95
C=CCn1c2ccccc2c2nnc(SC(CC)C(=O)Nc3sc4c(c3C#N)CCCC4)nc21 (stereo unspecified) | -1 | 0 | 96 | -2 | 107 | 103 | 8 | 107
C/C(CC(=O)Nc1ccc(C)c(Cl)c1)=N\NC(=O)C1CCCCC1 | 29 | 2 | 94 | 10 | 100 | 105 | 0 | 101
O=C(COC(=O)c1ccc[n+]([O-])c1)Nc1cc([N+](=O)[O-])ccc1Cl | 4 | -3 | 108 | -1 | 105 | 103 | 13 | 94
COc1cc(C(=O)NCCCNc2nc3c(C)cc(C)cc3cc2C#N)cc(OC)c1OC | -6 | 5 | 105 | 0 | 65 | 94 | 6 | 98
CCOc1ccccc1NC(=O)N1CCCC1C(=O)NCc1cccs1 (stereo unspecified) | -6 | -1 | 109 | 3 | 108 | 104 | 1 | 102

Some of the entries so far, as comma-separated lines.
Compound,JMJD2C inh,proCasp7 act,Yeast superoxide,procasp3 activ,MEP2 TOR yeast,RPL19A TOR yeast,AHR activator,LAP4-GFP MLPCN
COc1ccc(C(=O)COC(=O)c2ccc([N+](=O)[O-])s2)cc1OC,nt,4,96,1,97,98,1,98
CCC(=O)N(Cc1ccc(S(N)(=O)=O)cc1)C1CC(=O)N(c2ccc(OC)cc2)C1=O (stereo unspecified),3,-2,104,-21,118,117,1,123
CCc1nc(SCC(=O)N2CCCCCC2)c2c(=O)n(C)c(=O)n(C)c2n1,52,1,72,-2,101,105,6,115

Further compounds
SMILES | JMJD2C inh | proCasp7 act | Yeast superoxide | procasp3 activ | MEP2 TOR yeast | RPL19A TOR yeast | AHR activator | LAP4-GFP MLPCN
CSc1nnc(C)c(=O)[nH]1 | 9 | -4 | 112 | 2 | 105 | 97 | 7 | 104
CCOC(=O)C1(CCc2ccccc2)CCN(C(=O)c2cnc(C)cn2)CC1 | -2 | -4 | 108 | 9 | 94 | 97 | 0 | 102
CCN(CC(=O)Nc1cc(Cl)ccc1Cl)C(=O)c1ccc(-n2cccn2)cc1 | -4 | -5 | 110 | -1 | 96 | 97 | 0 | 101
CC(NC(=O)COc1ccccc1)C(=O)N1CCN(c2ccccc2)CC1 (stereo unspecified) | 0 | 2 | 104 | 1 | 102 | 94 | 0 | 96
COc1cc2c(cc1OC)CN(C(=S)Nc1c(C)cccc1C)CC2 | -16 | -2 | 104 | 2 | 103 | 109 | -1 | 93
CC(=O)c1cc(C#N)c(SCC(=O)Nc2nccs2)nc1C | -7 | -12 | 113 | -10 | 89 | 94 | 5 | 88
CNC(=O)CCCc1nc(-c2ccccc2Cl)no1 | 1 | -1 | 148 | -3 | 97 | 97 | -1 | 102
Cc1nnc(NC(=O)CSc2nnc(-c3ccc(S(=O)(=O)N4CCCC4)cc3)n2C)s1 | -5 | 2 | 107 | 10 | 104 | 104 | -2 | 106
Cc1ccc(NC(=O)c2ccccc2NC(=O)c2cccnc2)cc1 | -35 | 4 | 102 | 11 | 103 | 102 | -1 | 89
Cc1ccc(N(CC(=O)Nc2cccc(C)c2)S(=O)(=O)c2cccc3nonc23)cc1 | -3 | 4 | 102 | 4 | 108 | 96 | 19 | 96
COCCNc1nc(-c2cc(-c3ccc(Cl)cc3)on2)cc(C(C)C)n1 | 2 | -5 | 100 | 11 | 96 | 97 | -1 | 104
c1cnc2c(c1)ncc1cscc12 | -4 | 0 | 81 | -5 | 109 | 105 | 1 | 91
CCOC(=O)c1ccc(NC(=O)NC2CC3CCC(C2)N3C(=S)NC)cc1 (stereo unspecified) | -28 | 1 | 102 | 3 | 114 | 113 | 2 | 109
COc1ccc(-c2noc(C3CCCN(C(=O)c4ccc(C)cc4)C3)n2)cc1 (stereo unspecified) | 3 | 5 | 104 | -5 | 107 | 107 | 0 | 105
O=C(CSc1nnnn1-c1ccc2c(c1)OCCO2)Nc1nc2c(s1)CCCC2 | -23 | -7 | 93 | -8 | 104 | 97 | 0 | 110
COC(=O)c1ccccc1NC(=O)Nc1cccc(C)n1 | -4 | -3 | 117 | -4 | 105 | 102 | 1 | 85
O=C(COc1ncnc2scc(-c3ccccc3)c12)NCCN1C(=O)CSC1=O | -9 | 6 | 106 | 1 | 102 | 102 | -1 | 98
Cc1ccnn1-c1ccc(C(=O)N2CCCN(S(=O)(=O)c3ccc(F)cc3)CC2)cc1 | 1 | -6 | 89 | 5 | 96 | 96 | -1 | 95
Cn1c(N)c(-c2ccccc2)c2ccc([N+](=O)[O-])cc2c1=O | -14 | -12 | 103 | -14 | 114 | 107 | 8 | 114
O=C(O)C[C@H]1c2cc(F)ccc2S(=O)(=O)N1C1CCN(Cc2ccccc2)CC1 | 11 | 2 | 105 | 7 | 95 | 103 | 1 | 105
NC(=O)c1nsc(C(=O)N(c2ccccc2)C(C(=O)NCC2CCCO2)c2ccc(F)cc2)c1N (stereo unspecified) | 10 | 6 | 92 | 1 | 108 | 104 | 3 | 98
Cc1ccc(C(=O)Cn2c(NCCO)nc3ccccc32)cc1 | 3 | -2 | 98 | 5 | 99 | 99 | 8 | 99
Cc1ccc(O)c(NC(=O)c2cc(-c3ccccc3)on2)c1 | 4 | -1 | 100 | 1 | 112 | 108 | 1 | 101
Cc1sc(NC(=S)NC(=O)c2ccco2)c(C#N)c1C | 0 | -30 | 104 | -20 | 104 | 103 | 5 | 103
O=C(NC1CCCCCC1)c1cc(S(=O)(=O)N2CCCCC2)ccc1N1CCOCC1 | -3 | 3 | 99 | 11 | 97 | 100 | -1 | 100
Cc1cnc(NC(=O)CSc2nnc(COc3ccccc3)o2)s1 | -4 | 14 | 101 | 8 | 97 | 93 | 1 | 102
COc1ccc(CNCc2ccc(C(F)(F)F)cc2)cc1OC | 6 | -5 | 97 | 4 | 109 | 112 | 6 | 100
Cc1ccc(-n2ccc(=O)c(C(=O)Nc3ccc(S(=O)(=O)Nc4onc(C)c4C)cc3)n2)cc1 | 104 | -2 | 115 | -3 | 109 | 104 | 1 | 97
CC(C(=O)Nc1ccccc1)c1ccc(-c2ccccc2)c(F)c1 (stereo unspecified) | -10 | -7 | 100 | 1 | 104 | 97 | 0 | 105
CC(=O)N(Cc1cccnc1)Cc1cc2ccccc2[nH]c1=O | 6 | 3 | 83 | 4 | 99 | 97 | 2 | 89
c1cnc(NCCNc2ncccn2)nc1 | 3 | 13 | 95 | 2 | 104 | 98 | 1 | 95
Cc1c(CC(=O)O)c(=O)oc2cc(OCc3ccc(F)cc3Cl)ccc12 | 8 | 9 | 114 | -5 | 99 | 101 | 5 | 88
N#Cc1c(-c2ccccc2)cc(-c2ccccc2)nc1SCC(=O)NCC(=O)O | 12 | 0 | 100 | -5 | 111 | 102 | -1 | 104
CNC(=O)C1CC(=O)N(Cc2ccccc2)C(=Nc2ccc(OC)cc2)S1 (stereo unspecified) | ? | 3 | 96 | -7 | 110 | 100 | -4 | 94
CCN(CC)CCn1c(C)nc2ccccc21 | -4 | -3 | 97 | 2 | 96 | 96 | 0 | 100
CC1CCCN(S(=O)(=O)c2ccc(C(=O)Nc3nnc(-c4ccco4)o3)cc2)C1 (stereo unspecified) | -2 | -11 | 81 | -1 | 93 | 92 | 2 | 100
N#Cc1ccccc1COC(=O)CCN=C1NS(=O)(=O)c2ccccc21 | -7 | 8 | 118 | 6 | 106 | 100 | -2 | 98
O=C(Nc1cccnc1)c1ccc(Cl)c([N+](=O)[O-])c1 | -4 | 4 | 113 | 5 | 106 | 108 | -1 | 119
Cn1cccc1C(=O)OCC(=O)NNC(=O)c1ccc([N+](=O)[O-])cc1 | -2 | 9 | 96 | 11 | 99 | 100 | 2 | 113
Cc1ccc(OCC(=O)NNC(=O)c2cccnc2)cc1 | 8 | 10 | 89 | -2 | 94 | 96 | 1 | 90
Cc1cc(C(=O)N2CCc3ccccc32)c2ccccc2n1 | 1 | -7 | 94 | -6 | 97 | 100 | 8 | 93
CCCCn1c(N)c(N(CCOC)C(=O)c2ccc(-c3ccccc3)cc2)c(=O)[nH]c1=O | 5 | -1 | 101 | 5 | 100 | 94 | 0 | 120
CCCc1cc(-n2ccnc2)n2c(nc3ccccc32)c1C#N | 7 | -1 | 96 | -4 | 108 | 106 | 21 | 103
CCCCC(=O)NNC(=O)N1c2ccccc2Sc2ccccc21 | -2 | -9 | 119 | -8 | 105 | 103 | 1 | 98
O=C(CN1CCN(c2ccccn2)CC1)Nc1ccc(OC(F)(F)F)cc1 | 5 | 14 | 109 | -1 | 106 | 105 | 3 | 94
COc1ccc(N2C(=O)CC(N3CCN(c4ccccc4OC)CC3)C2=O)cc1 (stereo unspecified) | 2 | -15 | 95 | -20 | 98 | 101 | -2 | 84
COc1nc(N(CC(N)=O)S(=O)(=O)c2ccccc2)nc(C)c1Cl | 7 | 13 | 99 | 3 | 102 | 99 | -4 | 104
